Bim-Bcl-W: disrupts Bim peptide binding to human Bcl-W; Q92843; bead-based flow cytometry; inhibition, % at 10 µM; 0.02% of 190,000 active;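 further: 0% = bound tracer without compound and 100% = peptide blocker; higher means less fluorescent Bim peptide bound to Bcl-W beads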
ABCG2 inh: inhibitors of human ABCG2 transporter, ABCB1 counter-screen. inhibition, % at 6.6 µM. IgMXP3 cells, JC-1 efflux, flow cytometry. 0.1% of 190,000 active. Q9UNQ0;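 active means inhibition above 80%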;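 further: 0% = DMSO and 100% = nicardipine control wells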
Target sequence (Q9UNQ0 whole entry, looked up): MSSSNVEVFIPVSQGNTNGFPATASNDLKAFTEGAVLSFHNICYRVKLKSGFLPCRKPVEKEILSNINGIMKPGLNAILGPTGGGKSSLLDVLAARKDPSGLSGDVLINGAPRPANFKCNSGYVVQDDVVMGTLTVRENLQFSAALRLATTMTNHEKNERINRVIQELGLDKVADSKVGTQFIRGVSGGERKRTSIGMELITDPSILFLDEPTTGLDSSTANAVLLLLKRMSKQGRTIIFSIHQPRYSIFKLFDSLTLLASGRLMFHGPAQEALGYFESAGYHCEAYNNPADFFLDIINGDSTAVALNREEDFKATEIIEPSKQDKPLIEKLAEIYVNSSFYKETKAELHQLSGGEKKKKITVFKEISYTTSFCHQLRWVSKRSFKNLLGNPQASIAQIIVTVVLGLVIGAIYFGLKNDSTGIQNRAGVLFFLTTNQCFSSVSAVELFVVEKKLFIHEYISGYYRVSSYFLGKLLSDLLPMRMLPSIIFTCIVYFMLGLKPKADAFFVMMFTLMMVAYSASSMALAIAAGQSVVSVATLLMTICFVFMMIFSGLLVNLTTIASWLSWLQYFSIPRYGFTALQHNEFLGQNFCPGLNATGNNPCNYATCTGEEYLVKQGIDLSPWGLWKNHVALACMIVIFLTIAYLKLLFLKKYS
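test system = two drug-resistant human cell lines, ABCG2 and ABCB1 | amount = 3 million cells/mL final, two lines in 1:1 ratio | reagent = JC-1 transporter substrate | doses = one concentration, 6.6 µM final | incubation = 10 min at 25 °C | signal = flow cytometric JC-1 green MFI at 530 nm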
Bim-Bcl-XL: inhibitors of Bim-Bcl-XL interaction, human; Q07817; Bim peptide-Bcl-XL binding, bead flow cytometry, fluorescence; inhibition, % at 10 µM; 0.04% of 190,000 active; AID 1007
GSH bead fluor: GSH bead compound fluorescence profile; fluorescence (KMESF) at 10 µM; GSH beads flow cytometry, compound fluorescence 488/530 nm; hits give high values; 0.25% of 190,000 active; in the data active means fluorescence above about 89;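 further: glutathione beads carrying GST-tagged Bcl family fusion proteins plus one bare bead set; values are compound well signal with DMSO vehicle wells as background; inactives centre near 16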
ABCB1 inh: blocks JC-1 efflux by human ABCB1 transporter | inhibition, % at 6.6 µM | 0.067% of 190,000 active | AID 1326 | CCRF-Adr cells, flow cytometry; in the data active means inhibition above about 40%;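 further: 0% = vehicle and 100% = reference inhibitor; higher value means more JC-1 retained so stronger ABCB1 efflux block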
Bcl-2 Bim block: inhibitors of Bim-Bcl-2 interaction, human. 0.06% of 190,000 active. P10415. Bead-based flow cytometry, Bim peptide-Bcl-2 binding. inhibition, % at 10 µM; in the data active means inhibition above about 40%; inconclusive means no clear call, values can overlap the other calls;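 further: 0% = no compound wells with probe peptide and 100% = reference peptide inhibitor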
Bim-Bfl-1: inhibitors of Bim-Bfl-1 interaction, human | Q16548 | Bead-based flow cytometry, Bim-Bfl-1 binding inhibition | inhibition, % at 10 µM | 0.12% of 190,000 active;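 further: 0% = wells without compound plus tracer and 100% = blocker peptide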
RGS7-Gao: modulates binding of RGS7 to human Galphao | P09471 | Multiplexed bead flow cytometry; actives lie on both sides | binding response (% of control), % at 10 µM | 0.35% of 220,000 active | AID 1439; in the data active means binding response below about 49% or above about 150%; inconclusive means no clear call, values can overlap the other calls; inactive means in between;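 further: fluorescent Galphao held in activated GDP-AlF4 state binding bead-coupled RGS7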
Target sequence (P09471 whole entry, looked up): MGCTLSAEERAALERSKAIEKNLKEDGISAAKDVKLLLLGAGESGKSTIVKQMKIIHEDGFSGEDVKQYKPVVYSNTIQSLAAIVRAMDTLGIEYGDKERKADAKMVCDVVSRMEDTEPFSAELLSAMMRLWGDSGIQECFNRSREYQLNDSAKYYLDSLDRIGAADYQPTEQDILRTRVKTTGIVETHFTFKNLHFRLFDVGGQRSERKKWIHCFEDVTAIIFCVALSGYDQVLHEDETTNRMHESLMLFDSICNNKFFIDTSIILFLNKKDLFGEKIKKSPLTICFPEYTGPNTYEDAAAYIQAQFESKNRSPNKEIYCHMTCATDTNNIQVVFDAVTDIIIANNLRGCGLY
RGS4-Gao reg: modulates binding of RGS4 to human Galphao; P09471; Multiplexed bead flow cytometry; actives lie on both sides; binding response (% of control), % at 10 µM; 0.33% of 220,000 active; in the data active means binding response below about 49% or above about 150%; inactive means in between;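 further: fluorescent Galphao activated with aluminum fluoride binding bead-coupled RGS4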
Avidin fluor: avidin bead compound fluorescence profile. fluorescence (KMESF) at 10 µM. Avidin beads, compound fluorescence 488/530 nm, flow cytometry; hits give high values. AID 1775. 0.38% of 220,000 active; in the data active means fluorescence above about 47; further: inactives centre near 10
Bim-Bcl-B: human Bim-Bcl-B interaction inhibition | Q9HD36 | bead-based flow cytometry, Bim peptide-Bcl-B binding | inhibition, % at 10 µM | 0.073% of 190,000 active;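 further: 0% = tracer peptide without compound and 100% = reference inhibitor peptide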
An asterisk follows results filed as active; ? = inconclusive; / = not tested or not shown. Unless noted, no stated cut-off is given here; in the data, active means inhibition above about 40%.

Values in the order: RGS4-Gao reg, Bcl-2 Bim block, RGS7-Gao, Bim-Bcl-B, GSH bead fluor, Bim-Bcl-XL, ABCG2 inh, Bim-Bcl-W, Bim-Bfl-1, Avidin fluor, ABCB1 inh
Cn1cccc1/C=N/NC(=O)c1ccc(OC(F)(F)C(F)F)cc1
 : 103, 0, 102, -7, 8, -5, 6, -1, 0, 3, 0.7
Cc1cc(C)n(CC(=O)N2c3ccccc3Sc3ccc(C(F)(F)F)cc32)n1
 : 103, -2, 100, -4, 23, -8, -3, -2, 0, 11, 1.1
COc1ccc(NC(=O)C(=O)NCCC2=CCCCC2)c(OC)c1
 : 97, -4, 101, -4, 10, -5, 5, -1, -4, 15, /
N#C/C(=C\C=C\c1ccccc1[N+](=O)[O-])C(=O)NC1CCCCC1
 : 107, -5, ?, -5, 17, -3, 21, -3, -6, 12, 1.3
CN(C)c1ccc(/C=C/c2nc3ccccc3s2)cc1
 : 101, 0, 105, 0, 21, -3, 2, -2, 1, 4, 0.9
Cc1ccc(NC(=O)CN2C(=O)NC3(CCC(C)CC3)C2=O)c(Cl)c1 (stereo unspecified)
 : 88, 1, 96, 0, 9, 1, 3, 2, 1, 12, 0.8
O=[n+]1cc(-c2ccc(Br)cc2)n([O-])c2c1CCC2
 : 103, -1, 102, -2, 6, -3, 0, -1, 0, 3, 0.5
CC1(C)CC(=O)C=C(NCC(=O)O)C1
 : 97, -1, 97, 0, 20, -2, 0, -3, 0, 7, 0.0
CC(=O)Nc1ccc(OC/C=C(\C)Cl)cc1
 : 97, -5, 100, -3, 27, -7, 12, -4, -8, 43, 0.8
COc1ccc(CN2C(=O)C3C4C=CC(C4)C3C2=O)cc1 (stereo unspecified)
 : 101, -3, 102, -2, 16, -1, 2, -1, 0, 9, 0.6
CCN1C(=O)c2ccc(C(=O)Nc3nccs3)cc2C1=O
 : 104, -10, 104, -8, 37, -5, 7, -2, -7, 14, 0.7
CN(CC(CC(=O)Nc1nncs1)c1ccccc1)S(=O)(=O)c1ccc(Br)cc1 (stereo unspecified)
 : 99, -7, 99, -11, 26, -3, 11, 2, -9, 7, 3.7
COC(=O)/C(C(C)=O)=C(/C=C/C=C/N(C)C)N(C)C
 : 106, -5, 99, -3, 6, -2, 0, 4, -8, 6, -0.2
COc1ccc2c(c1)CCC1=C2NC(=S)NC1c1ccc(N(C)C)cc1 (stereo unspecified)
 : 102, 4, 103, -4, 19, 2, 3, 0, 5, 9, 0.6
CCOc1ccc(-c2nc3ccccc3c(=O)o2)cc1
 : 100, -1, 96, -4, 24, 0, 0, -2, -1, 11, 0.1
COc1ccc(/C=N/Nc2nc3ccccc3c(=O)n2-c2ccccc2)cc1OC
 : 99, -5, 103, -5, 12, -5, 7, -3, -11, 13, 1.5
COc1ccccc1C(=O)NC1CCN(C(=S)NCCc2ccccc2)CC1
 : 101, 4, 100, -10, 11, 3, 5, 0, -1, 10, 0.7
CN(C)c1nc(C(F)(F)F)cc(=O)[nH]1
 : 101, -5, 98, -5, 15, -4, -3, 0, -5, 11, -0.5
Cc1ccc(NC2CC(=O)N(c3ccc(C)cc3)C2=O)cc1 (stereo unspecified)
 : 101, -4, 96, -2, 27, 0, 1, 3, -8, 5, 0.2
COc1cc2c(cc1NC(=O)c1cccnc1)oc1ccccc12
 : 104, -9, 103, -8, 51, 1, -2, 6, -15, 12, -0.6
CCOc1ccc(C(C)=O)cc1COC(=O)c1cccnc1SC
 : 104, -2, 104, 0, 17, 0, 23, 0, -4, 9, 2.3
N#C/C(=C\c1cccc(Oc2ccccc2)c1)C(=O)N1CCOCC1
 : 92, 6, 90, 4, 23, 2, 6, 2, 0, 6, 0.8
CC(NC(=S)Nc1ccccc1OC(F)F)C(C)(C)C (stereo unspecified)
 : 102, -7, 100, -17, 18, -12, 2, -6, -14, 13, 0.2
C(=C\c1ccccc1)/CN1CCN(c2ncnc3c2oc2ccccc23)CC1
 : 102, -8, 101, -11, 32, -5, 2, 0, -15, 10, 1.1
COc1cc(S(=O)(=O)N2CCN(c3ccc(F)cc3)CC2)ccc1Cl
 : 101, -10, 104, -5, 11, -5, 5, 0, -8, 9, 1.1
O=c1c2ccccc2nc(SCc2cc(F)ccc2F)n1C1CCCC1
 : 102, -5, 99, -4, 12, -4, -3, -5, -3, 7, -8.4
CC(C)(C)Nc1nc(OCC(F)(F)F)nc(OCC(F)(F)F)n1
 : 95, -9, 96, -6, 38, 0, 0, 4, -9, 5, 0.2
CCC1(C)Cc2nc3[nH]c(=S)n(-c4ccc(C)cc4)c(=O)c3cc2CO1 (stereo unspecified)
 : 100, -11, 100, -10, 17, -6, -2, -4, -15, 6, -0.6
Cc1c(C(=O)Nc2c(C)n(C)n(-c3ccccc3)c2=O)oc2ccccc12
 : 99, -11, 97, -7, 17, -5, 3, 0, -11, 9, 0.9
CCCc1c(O)nc(SCC(=O)NCc2ccco2)[nH]c1=O
 : 100, -1, 94, -5, 22, 0, 2, 0, -1, 7, 0.3

Reprinted from the part before: two entries, then new ones.
Values in the order: RGS4-Gao reg, Bcl-2 Bim block, RGS7-Gao, Bim-Bcl-B, GSH bead fluor, Bim-Bcl-XL, ABCG2 inh, Bim-Bcl-W, Bim-Bfl-1, Avidin fluor, ABCB1 inh
Cc1c(C(=O)Nc2c(C)n(C)n(-c3ccccc3)c2=O)oc2ccccc12
 : 99, -11, 97, -7, 17, -5, 3, 0, -11, 9, 0.9
CCCc1c(O)nc(SCC(=O)NCc2ccco2)[nH]c1=O
 : 100, -1, 94, -5, 22, 0, 2, 0, -1, 7, 0.3
O=C(Nc1cccc(-c2cnc3ccccc3n2)c1)c1ccco1
 : 102, 3, 103, 0, 30, 3, 14, -1, 3, 7, 1.6
O=C(NCc1ccco1)c1sc2cccc(F)c2c1Cl
 : 107, -6, 102, -8, 37, -12, 3, 0, -4, 6, 0.2
CC1CC1C(=O)Nc1nc(-c2ccc(Cl)s2)cs1 (stereo unspecified)
 : 103, 3, 102, -3, 26, 0, 1, 1, -2, 26, 0.1
O=C1NC(=S)N/C1=C\c1ccc(N2CCOCC2)cc1
 : 99, 4, 99, 0, 7, 3, 1, 2, -2, 20, -0.1
Cc1cccc(-n2nnnc2SCC(=O)NCCN2C(=O)CSC2=O)c1
 : 101, -7, 103, -8, 33, -5, 13, -4, -16, 12, 0.5
CN(C(=O)c1ccc2c(Cl)c3c(nc2c1)CCC3)c1ccccc1
 : 101, 0, 97, -5, 14, -7, 19, -3, -3, 6, 0.7
Cn1c(=O)c2c(ncn2CC(=O)OCC(=O)NCc2ccccc2Cl)n(C)c1=O
 : 103, -2, 115, -13, 10, -9, 5, -2, -2, 32, 4.3
CCOCCCNC(=O)c1c[nH]c2cc(C)ccc2c1=O
 : 98, -4, 99, -3, 26, -1, 19, 0, -4, 33, 0.8
CC1(C)CC2CC(C)(CN2c2ncnc3ccccc23)C1 (stereo unspecified)
 : 103, -6, 100, -2, 21, -3, 2, 0, -9, 15, 0.8
CCOC(=O)C(NC(C)=O)(Nc1cccc(F)c1)C(F)(F)F (stereo unspecified)
 : 104, -8, 103, -9, 38, -1, 3, -1, -11, 10, 0.2
CS(=O)(=O)N(CC(=O)Nc1ccc2c(c1)OCCO2)c1ccc2c(c1)OCO2
 : 99, -8, 98, -4, 23, 7, 23, -2, -11, 11, 8.5
CC(C)c1csc(CN2CCC(N3CCC(C(=O)NCC4CCCO4)CC3)CC2)n1 (stereo unspecified)
 : 101, -3, 105, 1, 18, -2, 3, -1, -5, 13, 0.6
CC(Cc1cccs1)NC(=S)Nc1ccc(Cl)cc1 (stereo unspecified)
 : 101, -1, 100, -7, 8, -4, 2, -2, -1, 3, -0.1
CCOc1ccc(NS(=O)(=O)c2ccc(OC)c(C)c2)cc1
 : 92, -8, 100, 0, 8, -1, 3, -2, -3, 14, 0.8
O=C(CSc1nccn1-c1ncc(C(F)(F)F)cc1Cl)c1ccc(Cl)cc1
 : 96, -4, 92, -3, 23, 2, 0, 0, 0, 14, 0.2
Cc1nn2c3ccccc3nc2c2ccccc12
 : 100, -9, 99, -5, 12, -2, 3, 2, -13, 8, 0.4
Cc1cc(C(=O)CCC(=O)N2CCN(S(=O)(=O)c3cccs3)CC2)c(C)s1
 : 98, -7, 98, -7, 47, -2, 2, 0, -9, 11, 0.2
COc1ccc(-c2c(C#N)c(SCc3c(C)noc3C)nc3c2C(=O)CC(C)(C)C3)cc1
 : 104, -7, 99, -6, 41, -13, 3, 0, -7, 5, 4.2
COc1ccc(C(=O)N/N=C/c2ccc(N3CCOCC3)o2)cc1OC
 : 102, 0, 105, 0, 12, 4, 0, -1, 8, 7, -0.2
NS(=O)(=O)c1cccc(NC(=O)CN2CCc3ccccc32)c1
 : 84, -1, 107, -1, 11, 2, 0, -1, -2, 8, -0.2
CCCC(=O)Nc1cc(C(=O)O)ccc1S(=O)(=O)c1ccc(C)cc1
 : 101, -1, 96, -10, 33, -8, 1, -5, 0, 11, 0.8
Cc1cccn2c(/C=N/OCc3ccc(F)cc3)c(-c3ccc(Cl)cc3)nc12
 : 101, -13, 104, -12, 36, -3, 5, 0, -14, 14, 1.3
c1coc(-c2ccnc(-c3ccncc3)n2)c1
 : 102, -5, 101, -1, 9, -2, 12, 1, -4, 8, 0.7
O=C(Oc1ccccc1-c1nnco1)c1ccc(Cl)cc1
 : 102, -13, 100, -7, 29, 0, 3, 2, -9, 4, 0.5
O=C(Cc1ccccc1)Nc1ccccc1Oc1ccccc1
 : 102, -1, 100, -2, 12, -1, 0, -1, 0, 6, /
COc1ccc(Nc2nc(-c3cccs3)cs2)c(OC)c1
 : 104, 0, 106, -1, 12, -3, 3, 0, 0, 22, 0.4
COc1ccccc1S(=O)(=O)Nc1ccc2cn[nH]c2c1
 : 103, 2, 100, -3, 5, -2, 1, -2, 0, 2, 0.2
Cc1ccc(CN2CCN(Cc3cn(C)nc3C)CC2CCO)o1 (stereo unspecified)
 : 101, -3, 99, -4, 12, -3, 1, -1, -5, 11, 0.4

Some entries already given, reduced to Bim-Bcl-B.
structure | Bim-Bcl-B
Cc1cccc(-n2nnnc2SCC(=O)NCCN2C(=O)CSC2=O)c1 | -8
CN(C(=O)c1ccc2c(Cl)c3c(nc2c1)CCC3)c1ccccc1 | -5
Cn1c(=O)c2c(ncn2CC(=O)OCC(=O)NCc2ccccc2Cl)n(C)c1=O | -13
CCOCCCNC(=O)c1c[nH]c2cc(C)ccc2c1=O | -3
CC1(C)CC2CC(C)(CN2c2ncnc3ccccc23)C1 (stereo unspecified) | -2

Single records (already shown). Values in the order: RGS4-Gao reg, Bcl-2 Bim block, RGS7-Gao, Bim-Bcl-B, GSH bead fluor, Bim-Bcl-XL, ABCG2 inh, Bim-Bcl-W, Bim-Bfl-1, Avidin fluor, ABCB1 inh
CCOCCCNC(=O)c1c[nH]c2cc(C)ccc2c1=O in the list: 98, -4, 99, -3, 26, -1, 19, 0, -4, 33, 0.8
Cc1nn2c3ccccc3nc2c2ccccc12 in the list: 100, -9, 99, -5, 12, -2, 3, 2, -13, 8, 0.4
CCOC(=O)C(NC(C)=O)(Nc1cccc(F)c1)C(F)(F)F (stereo unspecified) in the list: 104, -8, 103, -9, 38, -1, 3, -1, -11, 10, 0.2
CC(C)c1csc(CN2CCC(N3CCC(C(=O)NCC4CCCO4)CC3)CC2)n1 (stereo unspecified) in the list: 101, -3, 105, 1, 18, -2, 3, -1, -5, 13, 0.6
O=C(Cc1ccccc1)Nc1ccccc1Oc1ccccc1 in the list: 102, -1, 100, -2, 12, -1, 0, -1, 0, 6, /

From PubChem BioAssay
